Assay outcomes as filed in PubChem.
KCNK9 inh = human KCNK9 channel inhibition; Q9NPC2; HEK293 KCNK9, FluxOR thallium flux fluorescence; hits give low values; B-score at 10 µM; 310,000 tested, 1.2% active; AID 488922;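 active = ratio B-score over 3 SD below the library mean, with starting fluorescence within 5 SD of its mean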;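 note: negative B-score means less thallium flux so channel inhibition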
RGS4 act = RGS4 potentiation or activation | B-score at 10 µM | AID 463111 | 310,000 tested, 0.92% active | HEK293 M3R/inducible RGS4, carbachol calcium flux Fluo4; hits give low values;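 active = B-score of the integrated calcium signal more than 4 SD below the library mean, with starting fluorescence not abnormally high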;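 note: negative B-score means reduced calcium response which marks RGS4 activation or potentiation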
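System – HEK293 FlpIn-TREx cells, stable M3R, doxycycline-inducible RGS4 · Reagent – ECmax carbachol challenge · Times – compound preincubation 20 min at room temperature before agonist · Technique – Fluo4 fluorescence kinetic imaging of calcium · Measure – B score of integrated Fluo4 ratio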
KCNK3 block = human KCNK3 channel inhibition, primary screen; 340,000 tested, 0.84% active; CHO-KCNK3 thallium flux, FluxOR fluorescence; hits give low values; B-score at 10 µM;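 active = B-score under library mean minus 4 SD, starting fluorescence ratio at most library mean plus 5 SD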;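 note: more negative B-score means stronger inhibition of thallium flux through KCNK3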
HDAC3 inh = blocks human histone deacetylase 3; AID 2718; recombinant HDAC3, fluorogenic peptide/trypsin coupled, fluorescence; O15379; 320,000 tested, 0.15% active; inhibition, % at 8.3 µM; in the data active = inhibition above about 26%, passing the limit was not always enough
Target sequence (O15379 whole entry, looked up): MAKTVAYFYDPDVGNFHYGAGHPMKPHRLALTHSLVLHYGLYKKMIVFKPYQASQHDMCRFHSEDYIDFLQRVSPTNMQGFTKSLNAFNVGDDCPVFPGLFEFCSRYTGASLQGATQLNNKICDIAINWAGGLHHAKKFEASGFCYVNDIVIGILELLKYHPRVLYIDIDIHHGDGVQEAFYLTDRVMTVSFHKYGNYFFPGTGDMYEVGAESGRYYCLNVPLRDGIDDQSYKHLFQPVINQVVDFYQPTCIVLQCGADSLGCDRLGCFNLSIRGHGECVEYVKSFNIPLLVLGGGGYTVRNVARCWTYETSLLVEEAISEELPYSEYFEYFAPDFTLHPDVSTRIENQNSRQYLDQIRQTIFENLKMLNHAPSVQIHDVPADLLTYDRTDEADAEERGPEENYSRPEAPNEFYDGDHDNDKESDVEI
PolyA inhibitor = yeast polyadenylation inhibition; S. cerevisiae SKY197-pL101 polyadenylation reporter, beta-gal luminescence; efflux-impaired pdr1/pdr3 knockout yeast; score 100 = 6 SD above DMSO; calls only at 12 µM; 300,000 tested, 0.02% active; AID 1875;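 active = lowest replicate activity score at least 50, where 100 means six control SD above control mean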;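 note: yeast exposed to compound for 9 h at 30 °C; higher score means more reporter readthrough which indicates perturbed polyadenylation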
GSK3 alpha inh = blocks human GSK-3 alpha kinase; 320,000 tested, 0.1% active; inhibition, % at 10 µM; ADP-Glo luminescence, 60 min; P49840;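 in the data active = inhibition above about 50%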;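 note: GST-tagged GSK-3 alpha with peptide substrate and 25 µM ATP; 0% = DMSO neutral wells and 100% = GW8510 positive control wells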
KCNQ1 block = human KCNQ1 channel inhibition | P51787 | CHO-K1 KCNQ1, FluxOR thallium flux fluorescence; hits give high values | B-score at 10 µM | 310,000 tested, 1.3% active | AID 2642;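 active = compounds whose thallium flux B-score, printed positive for inhibition, exceeds three library SD while starting fluorescence stays within three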;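 note: channel opened by potassium depolarization with thallium stimulus after 20 min compound exposure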
Target sequence (P51787 whole entry, looked up): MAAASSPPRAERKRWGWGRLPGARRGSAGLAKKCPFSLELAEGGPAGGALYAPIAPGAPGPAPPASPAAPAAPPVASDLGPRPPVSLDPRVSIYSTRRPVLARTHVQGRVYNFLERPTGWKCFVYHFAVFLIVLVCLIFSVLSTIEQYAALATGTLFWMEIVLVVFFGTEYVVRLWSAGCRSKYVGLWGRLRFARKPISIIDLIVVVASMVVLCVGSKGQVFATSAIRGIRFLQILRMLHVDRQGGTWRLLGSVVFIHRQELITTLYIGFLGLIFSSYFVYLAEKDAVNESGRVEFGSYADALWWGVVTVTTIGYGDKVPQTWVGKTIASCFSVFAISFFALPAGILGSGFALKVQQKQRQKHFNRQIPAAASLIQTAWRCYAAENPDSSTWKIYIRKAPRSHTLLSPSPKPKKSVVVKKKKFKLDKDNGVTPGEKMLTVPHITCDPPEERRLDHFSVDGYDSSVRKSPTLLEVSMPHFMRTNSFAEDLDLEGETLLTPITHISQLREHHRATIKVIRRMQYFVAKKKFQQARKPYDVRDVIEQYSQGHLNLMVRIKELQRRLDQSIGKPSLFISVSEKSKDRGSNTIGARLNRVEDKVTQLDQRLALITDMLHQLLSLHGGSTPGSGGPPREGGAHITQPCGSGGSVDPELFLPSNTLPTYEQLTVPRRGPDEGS
GSK3B inh = inhibitors of human GSK3beta kinase; GST-GSK3beta kinase, ADP-Glo luminescence, 60 min; hits give low values; activity score (negative = inhibition), % at 10 µM; 300,000 tested, 0.038% active;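 active = more than half of replicate wells score below -50%, meaning over 50% inhibition versus plate controls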;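 note: 0% = median DMSO wells and -100% = median GW8510 positive control wells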
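Test system: GST-fused GSK3beta enzyme, cell-free | Quantity: 1.6 ng GST-GSK3beta enzyme per well | Reagent: 25 µM ATP with peptide substrate | Schedule: 60 min enzyme reaction, room temperature | Signal: Luminescent ADP-Glo measurement of ADP formed | Read-out basis: Score relative to plate controls | Control set: DMSO and 20 µM GW8510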
hERG rescue = shields human hERG channel from block by proarrhythmic agents; Q12809; CHO-hERG, FluxOR thallium flux, dofetilide IC70 present; activation (rescue from dofetilide block), less the hit threshold, % at 10 µM; 310,000 tested, 0.51% active;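 active = activation above the mean of controls blocked by dofetilide plus 5 SD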;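 note: thallium influx through hERG after potassium depolarization seen as dye fluorescence rise; in these data hits start at about 4.7%; inactives centre near -7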
KCNQ1 pot = potentiators or activators of human KCNQ1 potassium channel. 310,000 tested, 0.35% active. CHO-K1 KCNQ1, thallium flux FluxOR fluorescence; hits give high values. AID 2648. B-score at 10 µM;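 active = fluorescence ratio B-score, a plate-corrected score, at least three library SD, with initial intensity B-score within 5 SD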
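assay system = KCNQ1-transfected CHO-K1 cells | medium = assay buffer with matched DMSO | probe or stimulus = depolarizing K+/Tl+ stimulus, K2SO4 and Tl2SO4 each 12.5 mM in 5x stock | dosing = single dose | incubation = dye 90 min, compound 20 min, room temperature | detection = kinetic FluxOR fluorescence, 10 s baseline plus 110 s post-stimulus | evaluation = ratio B score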
Dyrk1A ADPGlo = inhibitors of rat Dyrk1A kinase; Q63470; ADP-Glo luminescence, NFATc1 peptide; inhibition, % at 12.5 µM; 310,000 tested, 0.43% active; in the data active = inhibition above about 50%;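 note: plate controls were vehicle with enzyme for no effect and no enzyme for full effect; many of its hits are not listed in these tables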
Active calls of the source: *; i = inactive; . = no result given. This is a subset; count on the stated rates, not on these rows.

SMILES	KCNK9 inh	RGS4 act	KCNK3 block	HDAC3 inh	PolyA inhibitor	GSK3 alpha inh	KCNQ1 block	GSK3B inh	hERG rescue	KCNQ1 pot	Dyrk1A ADPGlo
O=C(COc1ccc(Cl)cc1)Nc1ccc(N2CCN(C(=O)c3ccco3)CC2)cc1	i	i	i	2	i	-3	i	-21	-11	i	0
O=C(OCc1cccc([N+](=O)[O-])c1)c1ccncc1	i	i	i	-1	i	2	i	1	2	i	-1
CCCOc1ccccc1-c1nc(SCCC(=O)O)n[nH]1	i	i	i	7	i	-3	i	1	-9	i	-13
CC(C)NC(=O)C1CCN(C2CCN(Cc3nc4ccccc4s3)CC2)CC1	i	i	i	0	i	-3	i	-1	-12	i	3
O=C(c1ccc2c(=O)n(Cc3ccccc3Cl)c(=S)[nH]c2c1)N1CCCC1	i	i	i	0	i	-1	i	0	-9	i	-7
Cc1ccc(C(=O)N/C(=C/c2cccnc2)C(=O)NCc2ccco2)cc1	i	i	i	-6	i	-2	i	-5	-3	i	-9
N=C1SC(CC(=O)Nc2ccc([N+](=O)[O-])cc2)C(=O)N1c1ccccc1 (centres undefined)	i	i	i	1	i	2	i	-6	-10	i	6
Oc1ccccc1-c1nc2c3ccccc3c3ccccc3c2[nH]1	i	i	i	-5	i	4	6*	2	-3	i	1
COc1ccc(CNC(=O)COC(=O)c2ccc3c(c2)OCCO3)cc1	i	i	i	-11	i	3	i	-2	-9	i	2
O=C(O)CCCCCN1C(=O)C(O)=C(C(=O)/C=C/c2ccccc2)C1c1ccc2c(c1)OCO2 (centres undefined)	i	i	i	0	i	-1	i	1	-9	i	3
Nc1nc(NCCOCCO)nc(Nc2cccc(F)c2)c1[N+](=O)[O-]	i	i	i	4	i	9	i	0	-7	i	9
O=C(CN1C(=O)S/C(=C\C=C\c2ccccc2)C1=O)N1CCCCC1	i	i	i	-5	i	1	i	-3	-10	i	-7
COC(=O)c1cc(NS(=O)(=O)c2ccc(N3CCOCC3)c(N)c2)cc(C(=O)OC)c1	i	i	i	4	i	-3	i	0	-10	i	-3
CC(Oc1ccc(/C=N/NC(=O)Cc2cccc3ccccc23)cc1)C(=O)O (centres undefined)	i	i	i	9	i	-1	i	6	-14	i	18
CC(NC(=O)c1ccco1)C(=O)N(C)Cc1ccc(C(F)(F)F)cc1 (centres undefined)	i	i	i	-3	i	0	i	0	-3	i	-6
Cc1ccc(-c2cc(-c3ccc(F)cc3)c(C#N)c(N)n2)o1	i	i	i	-16	i	-1	i	-1	-12	i	-9
COc1ccc(CC(=O)Nc2ccc3c(C)cc(=O)oc3c2)cc1OC	i	i	i	7	i	-1	i	2	-4	i	-4
CCn1c2ccccc2c2cc(CN3CCN(S(=O)(=O)Cc4ccccc4)CC3)ccc21	i	i	i	0	i	0	i	1	-4	i	-1
COc1ccccc1NS(=O)(=O)c1cccc(C(=O)N/N=C/c2ccc3c(c2)OCCO3)c1	i	i	i	-2	i	0	i	-24	-5	i	-11
O=C(c1cccc(Oc2ccc([N+](=O)[O-])cc2Cl)c1)N1CCCCC1	i	i	i	1	i	-2	i	1	-4	i	12
COc1ccc(N2CCN(C(=O)CNC(=O)c3ccco3)CC2)cc1	i	i	i	.	i	-2	i	2	-6	i	3
CC(C)OCCCNc1ncnc2c1[nH]c1ccccc12	i	i	i	-16	i	3	i	-2	-11	i	16
COc1nc(C)cc(C)c1S(=O)(=O)c1ccccc1	i	i	i	-7	i	-1	i	2	-3	i	-5
CSc1nc2cc(Oc3cccc(Cl)c3Cl)c(Cl)cc2[nH]1	i	i	-11*	29*	i	-2	14*	0	-8	i	16
COC(=O)/C=C1\SC(=Nc2ccc(OC)cc2)NC1=O	i	i	i	2	i	1	i	0	-3	i	5

Additional compounds
SMILES	KCNK9 inh	RGS4 act	KCNK3 block	HDAC3 inh	PolyA inhibitor	GSK3 alpha inh	KCNQ1 block	GSK3B inh	hERG rescue	KCNQ1 pot	Dyrk1A ADPGlo
O=C(CCc1nnc(CCCCc2ccccc2)o1)N1CCC(N2CCCC2)CC1	i	i	i	-12	i	0	i	-4	-10	i	26
O=C(OCN1C(=O)c2ccccc2C1=O)c1ccc(Cl)nc1	i	i	i	0	i	-2	i	3	0	i	1
O=[N+]([O-])c1ccc(Sc2ccc(Cl)c(Cl)c2)nc1	i	i	i	-4	i	-1	i	3	-11	i	-1
COc1ccc(-c2cc(C3CCN(Cc4ccc([N+](=O)[O-])cc4)CC3)[nH]n2)cc1	i	i	i	2	i	-3	i	0	-13	i	-2
CCn1nc(C)c(CNC(=O)c2cc(COc3ccc(C)nc3)on2)c1C	i	i	i	1	i	0	i	2	-7	i	1
COc1ccc(S(=O)(=O)NCCc2nnc3ccc(SCc4cccnc4)nn23)cc1	i	i	i	-6	i	-1	i	4	-21	i	-3
O=C(CCCO)c1ccc2c(c1)OCCO2	i	i	i	-2	i	-1	i	1	-6	i	1
CCN1CCN(c2nc3c(c(=O)[nH]c(=O)n3C)n2CCCSc2ncccn2)CC1	i	i	i	-1	i	5	i	-1	-2	i	6
Cc1nn(C)cc1C=NCCOCc1ccccc1	i	i	i	-2	i	-3	i	2	-3	i	0
O=C(O)c1cccc(NCc2cccnc2)c1	i	i	i	-6	i	-4	i	1	0	i	-1
CCCCCCCN1CCC(=O)N([C@H](CO)Cc2ccccc2)CC1	i	i	i	-3	i	-3	i	-3	-9	i	0
COc1ccc(CCNC(=O)c2csc3c2CCCC3)cc1OC	i	i	i	-5	i	2	i	1	-14	i	.
Cc1ccc(OCCC(=O)OCC(=O)N2c3ccccc3NC(=O)C2(C)C)cc1	i	i	i	1	i	-4	i	-1	-7	i	9
CCOc1ccc(NS(=O)(=O)c2cc3c4c(c2)C(C)C(=O)N4CCC3)cc1 (centres undefined)	i	i	i	-2	i	1	i	-3	-7	i	-1
COC(=O)c1c(NC(=O)C2CC=CCC2C(=O)O)sc2c1CCCCC2 (centres undefined)	i	i	i	-2	i	-1	i	1	-3	i	3
COc1ccc(CNc2nc3c(c(=O)n(Cc4ccc(Br)cc4)c(=O)n3C)n2C)cc1	i	i	i	10	i	0	i	1	-13	i	1
Cc1ccccc1N1C(=O)CC(N2CCC(C(N)=O)CC2)C1=O (centres undefined)	i	i	i	-4	i	0	i	2	-3	i	8
CCN1CCN(CCOc2cccc(Cl)c2Cl)CC1	i	i	i	5	i	0	i	-2	-11	i	1
COc1ccccc1NC(=O)/C(=C/c1cccc([N+](=O)[O-])c1)c1ccccc1	-8.6*	i	i	8	i	-3	6*	4	-10	i	-1
O=C1Nc2ccc(S(=O)(=O)N3CCCCCC3)c3cccc1c23	i	i	i	1	i	2	i	-1	-4	i	1
O=C(NCc1ccc(Cl)cc1)c1ccc2nc[nH]c2c1	i	i	i	.	i	.	i	0	-11	i	3
Cc1cc(C(=S)N2CCOCC2)c(C)n1-c1ccc(Cl)cc1	i	i	i	-6	i	2	i	2	-6	i	-2
C=CCc1c(C)nc(SC)nc1Nc1ccccc1	i	i	i	-3	i	-8	i	2	-4	i	13
N#CC(C#N)=C1C=C2C=C(N3CCCCCC3)CCC2CC1 (centres undefined)	i	i	i	.	i	.	i	2	-44	i	-6
CCN(CC)CCNC(=O)CNC(=O)c1nn(-c2ccc(OC)cc2OC)c(=O)c2ccccc12	i	i	i	3	i	-3	i	2	-2	i	-3

New compounds follow:
SMILES	KCNK9 inh	RGS4 act	KCNK3 block	HDAC3 inh	PolyA inhibitor	GSK3 alpha inh	KCNQ1 block	GSK3B inh	hERG rescue	KCNQ1 pot	Dyrk1A ADPGlo
C#CCN(CC=C)C(=O)c1cccc(OC2CCN(S(C)(=O)=O)CC2)c1	i	i	i	1	i	-1	i	4	-5	i	-1
Cc1cc(C)n(-c2nc3ccccc3nc2N2CCN(S(=O)(=O)c3ccc(F)c(C)c3)CC2)n1	i	i	i	0	i	-1	i	0	-4	i	0
O=C(Cn1nnc2ccccc2c1=O)NC1CCCCC1	i	i	i	-2	i	-1	i	-2	-6	i	1
O=C(CSc1nc2ccccc2c(=O)n1CC1CCCO1)NCc1ccccc1 (centres undefined)	i	i	i	-2	i	-3	i	-1	-2	i	2
O=C(Nc1ccc(OC(=O)c2cccs2)cc1)c1ccco1	i	i	i	8	i	1	i	-1	-3	i	6
CCOc1ccc(OCC(=O)OCC(=O)N2CCN(C(=O)c3ccco3)CC2)cc1	i	i	i	-2	i	1	i	-1	-6	i	15
CCOP(=O)(OCC)/C(C#N)=C/c1c[nH]c2ccccc12	i	i	i	-1	i	-1	i	-1	-6	i	-1
O=C(CCn1ccc2cc(S(=O)(=O)N3CCCC3)ccc21)NCCc1ccccc1	i	i	i	-2	i	.	i	0	-7	i	-1
COCC(C)n1c(C)cc(C(=O)Cn2nc(C(=O)O)c3ccccc3c2=O)c1C (centres undefined)	i	i	i	1	i	3	i	-3	-9	i	.
COc1ccc([N+](=O)[O-])cc1NC(=O)C(C)OC(=O)Cn1[nH]c(=O)c2ccccc2c1=O (centres undefined)	i	i	i	-3	i	0	i	-2	-7	i	3
C=CCn1cc(C(=O)NCc2ccc3c(c2)OCO3)c(=O)c2cc(S(=O)(=O)N(CC)CC)ccc21	i	i	i	.	i	.	i	-2	-12	i	0
CCCCSc1nnc(CCCCCNC(=O)OC(C)(C)C)o1	i	i	i	7	i	2	i	-3	-10	i	0
CC(C)CNC(=O)c1c(F)c(F)c(F)c(F)c1F	i	i	i	-8	i	-2	i	1	-7	i	-4
Cn1ncc(Cl)c(Oc2ccc(Cl)cc2)c1=O	i	i	i	0	i	-1	i	0	-5	i	-6
CCS(=O)(=O)c1ccc2oc(Nc3ccccc3Br)nc2c1	i	i	i	1	i	0	i	0	-8	i	1
CCn1c(C(C)NC(=O)Cc2ccccc2)nc2ccccc21 (centres undefined)	i	i	i	-1	i	-1	i	0	-12	i	-1
COCCNC(=O)C(c1cccc(OC)c1)N(C(=O)Cn1nnc2ccccc21)c1cccnc1 (centres undefined)	i	i	i	1	i	-1	i	1	1	i	.
Cc1ccc(N(CC(=O)Nc2ccc(-c3nc4ccc(C)cc4s3)cc2)S(C)(=O)=O)cc1	i	i	i	-7	i	1	i	0	-6	i	7

Looked up above:
In hERG rescue, O=C(CSc1nc2ccccc2c(=O)n1CC1CCCO1)NCc1ccccc1 (centres undefined) reads -2
In hERG rescue, Cc1ccc(N(CC(=O)Nc2ccc(-c3nc4ccc(C)cc4s3)cc2)S(C)(=O)=O)cc1 reads -6
